# Screening data as filed in PubChem BioAssay.
# T cell HTS = T cell immune modulators affecting CD8 T cell-vesicle binding | calls only at 7 µM | actives 0.068% (n = 330,000) | 2C CD8+ T cell-vesicle binding, flow cytometry; stronger effect = lower value;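 active = response, share of CD8 T cells binding vesicles, and their 90th percentile fluorescence all below set limits, cut at about 80% in these data, passing the limit was not always enough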
#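 System: murine 2C transgenic CD8+ T lymphocytes; also added: QL9-loaded Drosophila micro-vesicles; times: binding 1.5 h at 37 °C; measured by: flow cytometry, PE anti-B7-1 (FL2) versus Alexa647 anti-CD8 (FL8), PFA-fixed; control set: Peptide-free naked vesicles (low) and QL9 vesicles with 0.7% DMSO vehicle (high)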
# GPR35 antagonists = inhibition of zaprinast-stimulated GPR35 beta-arrestin translocation – imaging, U2OS, beta-arrestin-GFP, zaprinast agonist, primary screen (AID 2058); inhibition, % at 10 µM, or IC50 in µM where a hit was titrated; U2OS GPR35 beta-arrestin-GFP translocation imaging, zaprinast antagonism; higher % means a stronger effect; actives 0.052% (n = 290,000);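 active = inhibition of at least 50% with at least 30 cells and total cytoplasm GFP at most 10,000,000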
# West Nile virus CPE = inhibition of WNV-induced cytopathic effect – cell-based, CPE readout (AID 1621); West Nile virus-infected cells, CPE inhibition; higher % means a stronger effect; one-dose CPE inhibition, % at 10 µM; IC50 in µM for titrated hits; actives 0.02% (n = 290,000); in the data active = a potency from the dose series; note: strong numbers were not always called active
# GPR55 antagonists = GPR55 antagonists blocking LPI-driven arrestin recruitment, primary screen, imaging, U2OS, beta-arrestin-GFP, LPI agonist (AID 2013); actives 0.13% (n = 290,000); U2OS GPR55 beta-arrestin-GFP translocation imaging, LPI antagonism; higher % means a stronger effect; one-dose inhibition, % at 10 µM; IC50 in µM for titrated hits;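 active = spots per cell inhibited over 60%, with over 100 cells counted and total cytoplasm intensity under 500,000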;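 note: U2OS cells stably carrying GPR55 and arrestin-GFP stimulated by 5 µM LPI near EC80; imaged beta-arrestin-GFP aggregate spots per cell after agonist stimulation; plate controls were LPI-stimulated DMSO wells for no effect and DMSO wells without LPI for full effect; some results filed as inactive read as strong as hits; confirmed hits need IC50 under 10 µM and bright autofluorescent wells are also inconclusive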
# KOR beta-arrestin-1 = KOR antagonists, beta-arrestin recruitment, cell-based, luminescence, uHTS (AID 1778) | KOR beta-arrestin recruitment, luminescence, antagonist mode; higher % means a stronger effect | one-dose inhibition, % at 10 µM; IC50 in µM for titrated hits | actives 0.091% (n = 290,000); in the data active = inhibition above about 50%; note: strong numbers were not always called active
# KOR beta-arrestin-2 = kappa opioid receptor activators – cell-based, luminescence, uHTS, primary screen (AID 1777) | actives 0.02% (n = 280,000) | one-dose activation, % at 10 µM; EC50 in µM for titrated hits | KOR beta-arrestin recruitment, luminescence; higher % means a stronger effect; in the data active = activation above about 50%, passing the limit was not always enough; note: a part of the inactive calls stands beside numbers as strong as those of hits
# Salmonella PhoP GFP = inhibitors of PhoP regulon expression, primary screen, Salmonella Typhimurium, GFP reporter (AID 1863). S. Typhimurium PhoP-regulated promoter GFP reporter, 4 h; higher % means a stronger effect. inhibition, % at 50 µM; hits with a dose series show IC50 in µM. actives 0.16% (n = 300,000);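 active = inhibition over 29.93%, a cutoff 3 SD above the screen mean, later confirmed by dose response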;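 note: 0% = low Mg2+ inducing control and 100% = high Mg2+ repressing control; strong numbers were not always called active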
# NTR1 ag = agonists of NTR1, primary screen, imaging, U2OS cells, beta-arrestin-GFP, high content (AID 493036). NTR1-U2OS beta-arrestin-GFP spot imaging, agonist mode. P30989. actives 0.17% (n = 330,000). activation, % at 20 µM;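 active = activation at or above 40% of the spot to cytoplasm intensity ratio, with at least 20 cells analyzed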;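 note: 0% = DMSO without peptide and 100% = 100 nM NTR1 peptide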
# Target sequence (P30989 whole entry, looked up): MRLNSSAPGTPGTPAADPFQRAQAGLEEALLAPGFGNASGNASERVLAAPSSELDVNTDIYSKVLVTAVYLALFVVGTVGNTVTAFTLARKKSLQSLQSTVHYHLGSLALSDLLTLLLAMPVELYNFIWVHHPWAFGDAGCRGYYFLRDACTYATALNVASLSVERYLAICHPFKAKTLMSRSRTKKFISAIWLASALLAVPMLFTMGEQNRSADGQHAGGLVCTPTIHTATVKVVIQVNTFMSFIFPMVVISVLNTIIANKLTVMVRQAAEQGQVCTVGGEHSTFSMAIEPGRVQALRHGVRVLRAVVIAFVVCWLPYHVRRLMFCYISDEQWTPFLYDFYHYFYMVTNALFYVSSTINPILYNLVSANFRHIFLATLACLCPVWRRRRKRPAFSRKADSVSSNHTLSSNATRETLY
# GPR55 activation = selective activators of receptor GPR55 – imaging, U2OS cells, beta-arrestin-GFP redistribution, primary screen (AID 1961). U2OS GPR55 beta-arrestin-GFP redistribution imaging; higher % means a stronger effect. activation, % at 10 µM; hits with a dose series show EC50 in µM. actives 0.048% (n = 290,000);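 active = activation above 40% with more than 50 cells counted in the well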;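 note: U2OS osteosarcoma cells stably expressing GPR55 and beta-arrestin-GFP; plate controls were DMSO negative control for no effect and LPI positive control for full effect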
# T cell HTS vesicle-bound % = further read-out of T cell HTS, marked with its call; double positive events, %; measured here: CD8+ vesicle-bound cell fraction;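 binding gate set so that unloaded-vesicle control wells show 10% double positive cells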
# NTR1 ag cell count 20 µM = also measured in NTR1 ag; calls as there; cell count; measured here: cell count, cytotoxicity flag
# * marks the source's active call; other numbers are inactive results; i = inactive; . = no result given; [ ] = remark or other dose. Not a hit list; overall some 0.62% were active at least once.
SMILES,T cell HTS,T cell HTS vesicle-bound %,GPR35 antagonists,West Nile virus CPE,GPR55 antagonists,KOR beta-arrestin-1,KOR beta-arrestin-2,Salmonella PhoP GFP,NTR1 ag,NTR1 ag cell count 20 µM,GPR55 activation
CC(=O)Nc1ccc2c(c1)C(=O)N(c1cccc3ccccc13)C2=O,i,61,10%,-0.4%,4%,6%,0.2%,-7%,1.9,50,-0.1%
C=CCn1c(SCC(=O)Nc2ccc3c(c2)OCCO3)nnc1-c1ccco1,.,.,3%,-0.1%,-5%,0%,-1.5%,12%,-1.9,54,-0.5%
Cc1cc(NC(=O)Cn2cc([N+](=O)[O-])cn2)no1,i,29,-5%,-0.4%,12%,-8%,-1.3%,-1%,-0.7,63,-0.9%
O=C(CC(C(=O)O)c1c[nH]c2ccccc12)c1ccccc1 (stereo unspecified),i,64,-1%,-0.1%,8%,21%[20 µM],.,4%,-1.0,23,-0.1%
Cc1ccc(NC(=O)CC(C)S(=O)(=O)c2ccc3c(c2)NC(=O)CO3)c(Cl)c1 (stereo unspecified),i,31,-18%,-0.5%,7%,-20%,4.1%,-8%,1.4,60,-0.4%
C#CCOCCOCCOCCNc1nc(N2CCN(C(=O)[C@H](CCCCN)n3cc([C@@H](N)CC(C)C)nn3)CC2)nc(N2CCN(C(=O)[C@H](Cc3ccc(O)cc3)n3cc([C@@H](N)CC(C)C)nn3)CC2)n1,i,4,-16%,.,25%,4%,3.8%,2%,3.5,49,0.1%
CC(C)(C)c1ccc(CS(=O)CC(O)CO)cc1 (stereo unspecified),i,27,-18%,0.1%,1%,-10%,-1.4%,-11%,-2.1,57,1.2%
Cc1ccc2[nH]c(=O)c(CN(CCCN3CCOCC3)C(=O)NC3CCCCC3)cc2c1,i,33,9%,-0.9%,9%,-12%,-5.4%,9%,-0.4,79,-0.2%
COc1cc(C(C)=O)ccc1OCC(O)CN1CCN(c2ccccc2)CC1 (stereo unspecified),i,32,-3%,-0.8%,-9%,5%[20 µM],1.1%,-4%,0.4,70,-0.2%
CCOc1ccc(Oc2c(/C=N/NC(=O)COc3ccccc3OC)c(C)nn2-c2ccccc2)cc1,i,12,-11%,-1.3%,16%,23%,-0.2%,16%,11,51,0.1%
c1ccc(N2CC[N+]3(CCCC3)CC2)nc1,i,62,11%,-0.1%,14%,5%,-1.3%,-7%,0.8,38,0.6%
Cn1c(Cc2csc(N)n2)nnc1SCC(=O)NCc1ccccc1,i,32,7%,0.0%,4%,-26%,-7.2%,19%,1.1,56,-0.1%
COc1cc(OC)cc(C(=O)N[C@H](C(=O)Nc2ccc(F)cc2F)C(C)C)c1,i,54,16%,-1.1%,-5%,-4%,0.3%,3%,0.8,78,-0.1%
O=C1c2c([N+](=O)[O-])cc([N+](=O)[O-])cc2S(=O)N1Cc1ccccc1 (stereo unspecified),i,37,-11%,0.6%,-3%,-74%,3.8%,-4%,-1.0,42,-0.6%
COc1cccc2c1cc1c(=O)n(CC(=O)N3CCC(C)CC3)nc(C)n12,i,32,10%,0.0%,20%,-12%,1.0%,-5%,-0.7,44,0.2%
Nc1cc(C(=O)N2CCCC2)cc(C(=O)N2CCCC2)c1,i,36,-13%,0.0%,-2%,19%,-2.8%,16%,0.0,56,-0.2%
CC1CN(/C=C/C=O)C(C)CC1OC(=O)c1ccccc1 (stereo unspecified),i,22,13%,-1.1%,-3%,6%,-0.8%,-2%,-1.4,71,0.2%
COc1ccc(C(=O)Oc2ccc(/C=N/Nc3ccc(Cl)c(C(=O)O)c3)cc2OC)cc1,i,47,-6%,-0.1%,4%,-23%,-2.8%,-12%,0.6,56,-0.2%
COc1ccccc1C(=O)Nc1sc(C(=O)N2CCCC2)c(C)c1C#N,i,25,16%,0.3%,19%,-121%[20 µM],.,2%,12,31,-0.1%
O=C(NC1CCS(=O)(=O)C1)/C(=C/c1ccc(Cl)cc1)NC(=O)c1ccccc1 (stereo unspecified),i,8,-3%,0.1%,11%,8%,1.2%,-4%,-0.4,61,0.2%
O=C(O)CCn1c2ccccc2c2nc3ccccc3nc21,i,56,7%,0.5%,-8%,-21%,-0.3%,-7%,1.0,46,0.2%
Cc1ccc(NC(=O)O/N=C/c2c(C)nn(C(C)(C)C)c2C)cc1Cl,i,40,22%,0.1%,13%,-1%,-0.5%,-5%,8.4,44,0.0%
Cc1nnc(SCC2=C(C(=O)O)N3C(=O)C(NC(=O)C(C)n4nc(C(F)(F)F)cc4C)C3SC2)s1 (stereo unspecified),i,23,11%,0.1%,0%,-30%,3.8%,-11%,0.1,43,0.1%
Cc1cc(C)c2sc(NC(=O)CN3C(=O)CCC3=O)nc2c1,i,49,1%,0.2%,13%,-18%,-2.9%,-2%,0.5,52,-0.1%
Cc1ccc(C(=O)Nc2cc3c(cc2N2CCCCC2)n(C)c(=O)n3C)cc1,i,12,-7%,0.7%,11%,-12%,-3.2%,-6%,5.1,60,0.9%
O=C(NCCc1ccccc1)c1cccc(Br)c1,i,54,-2%,-1.1%,-12%,-33%[20 µM],-2.1%,-8%,1.8,68,-0.3%
CC(C)NC(=S)N/N=C/c1cc(Br)ccc1O,i,43,1%,1.0%,5%,-18%,3.3%,15%,6.4,42,-0.3%
O=C(CC1Oc2ccccc2NC1=O)NCCc1ccccc1 (stereo unspecified),i,46,14%,-0.6%,-6%,-26%,-1.6%,2%,0.1,53,-0.1%
CCc1nnc2n1N=C(c1cccc([N+](=O)[O-])c1)CS2,i,10,-5%,0.8%,2%,-30%,6.8%,-8%,-1.0,63,0.4%
CS(=O)(=O)N(CCc1ccccc1)CC(=O)NCc1ccc2c(c1)OCO2,i,33,-10%,-0.1%,-8%,20%,-4.6%,-2%,-0.8,40,-0.4%
COc1ccc(S(=O)(=O)N2CCCCCC2)cc1C(=O)OCC(=O)Nc1cc(C)on1,i,25,-10%,1.2%,-5%,-32%,3.1%,-2%,0.2,55,-0.4%
CN1CCC(=NNC(=O)C(=O)Nc2ccccc2)CC1,i,46,13%,0.1%,13%,26%,-1.0%,-15%,-0.5,45,-0.1%
COc1ccc(Br)cc1CN1CCN(C(=O)c2cccc(OC)c2OC)CC1,i,31,-11%,-0.5%,0%,-20%,4.5%,-3%,-0.1,44,0.9%
Cc1ccc(S(=O)(=O)n2c(=O)oc3ccccc32)cc1,i,19,9%,0.1%,13%,1%,-5.0%,1%,-0.1,92,0.2%
COC(=O)c1cc(NC(=O)CN2C(=O)CSC2=O)ccc1Cl,i,56,4%,0.7%,18%,-9%,-2.1%,0%,-0.5,72,0.2%
CC1=CC(C)(C)N(S(=O)(=O)c2ccc(C)cc2)c2cc(C)ccc21,i,5,-11%,-0.8%,-10%,-141%,0.0%,-1%,0.3,62,0.3%
COc1ccc(S(=O)(=O)N2CCOCC2)cc1NC(=O)Cc1c(Cl)cccc1Cl,i,32,-10%,-0.1%,14%,8%,5.9%,2%,-4.2,15,0.0%
Cc1ccc(S(=O)(=O)Cc2csc(N)n2)cc1,i,37,-6%,1.1%,0%,11%,-2.4%,-7%,-2.0,82,-0.2%
COC(=O)[C@H](CCSC)NS(=O)(=O)c1ccccc1Br,i,32,-5%,0.2%,0%,21%,2.0%,-1%,2.5,64,0.3%
Cc1nc([N+](=O)[O-])cn1Cc1cccc2ccccc12,i,46,-3%,-1.2%,4%,-35%[20 µM],4.5%,-4%,-0.8,52,-0.1%

# Profiles from above.
# Entry for COC(=O)[C@H](CCSC)NS(=O)(=O)c1ccccc1Br = T cell HTS: i; T cell HTS vesicle-bound %: 32; GPR35 antagonists: -5%; West Nile virus CPE: 0.2%; GPR55 antagonists: 0%; KOR beta-arrestin-1: 21%; KOR beta-arrestin-2: 2.0%; Salmonella PhoP GFP: -1%; NTR1 ag: 2.5; NTR1 ag cell count 20 µM: 64; GPR55 activation: 0.3%
# Entry for Cc1nnc(SCC2=C(C(=O)O)N3C(=O)C(NC(=O)C(C)n4nc(C(F)(F)F)cc4C)C3SC2)s1 (stereo unspecified) = T cell HTS: i; T cell HTS vesicle-bound %: 23; GPR35 antagonists: 11%; West Nile virus CPE: 0.1%; GPR55 antagonists: 0%; KOR beta-arrestin-1: -30%; KOR beta-arrestin-2: 3.8%; Salmonella PhoP GFP: -11%; NTR1 ag: 0.1; NTR1 ag cell count 20 µM: 43; GPR55 activation: 0.1%

# Further compounds
SMILES,T cell HTS,T cell HTS vesicle-bound %,GPR35 antagonists,West Nile virus CPE,GPR55 antagonists,KOR beta-arrestin-1,KOR beta-arrestin-2,Salmonella PhoP GFP,NTR1 ag,NTR1 ag cell count 20 µM,GPR55 activation
Cc1c2cn[nH]c(=O)c2c(C)n1-c1ccccc1,i,29,3%,1.0%,5%,22%,1.0%,-3%,0.2,76,0.4%
CC(C)(C)SCCNC(=O)CN(c1ccc(F)cc1)S(C)(=O)=O,i,26,6%,-0.6%,-14%,-19%,2.1%,6%,1.7,43,-0.2%
O=[N+]([O-])c1ccc(/C=C2\CCC(C3=CCCC3)=C2N2CCOCC2)cc1,i,9,2%,-0.1%,9%,17%,-2.2%,-7%,-0.4,73,1.3%
O=C(NCc1ccc2c(c1)OCO2)C1CCN(Cc2cnn(-c3ccccc3)c2-n2cccc2)CC1,i,52,16%,-0.5%,-2%,23%,-1.0%,0%,-1.0,45,0.1%
CCn1c(-c2ccccc2Cl)nn(CC(=O)Nc2ccc(OC)cc2)c1=S,i,52,24%,-0.2%,25%,20%,1.6%,-4%,1.3,36,-0.1%
Cc1cccc(/C=C2/Sc3ccc(C(=O)NCCCN4CCOCC4)cc3NC2=O)c1,i,8,-12%,39%,5%,-57%,4.9%,-6%,7.3,69,-0.2%
COc1ccc(-c2ccc(OC(=O)NC3CCS(=O)(=O)C3)cc2)cc1 (stereo unspecified),i,38,-2%,0.0%,7%,-25%,-0.3%,17%,2.3,49,-0.1%
O=C1c2nc3cc(-c4ccco4)[nH]n3c(=O)c2CN1Cc1ccccc1,i,40,-6%,-0.2%,6%,39%,2.0%,-8%,1.4,52,-0.2%
COC(=O)Nc1ccc(S(=O)(=O)Nc2cnc3ccccc3n2)cc1,i,1,-10%,-0.1%,-6%,-6%,2.5%,-3%,0.2,47,0.6%
CCN(Cc1ccccc1)C(=O)c1ccc(C(=O)N(CC)Cc2ccccc2)cc1,i,64,1%,-1.3%,-4%,-27%[20 µM],-0.2%,-2%,1.0,60,-0.1%
CCOc1ccccc1C(=O)N1CCC(C(=O)c2ccc(F)cc2)CC1,i,25,-17%,0.3%,12%,16%,-2.2%,-5%,-0.8,91,-0.4%
CC(C)(C)c1ccc(C(=O)NC(=S)NCc2ccco2)cc1,i,15,5%,-0.7%,25%,20%,1.2%,-4%,4.0,71,-0.1%
